# GRK2 inh: compounds blocking aptamer binding on GRK2 – biochemical, human GRK2, bead flow cytometry, HTS, primary screen; actives 0.59% (n = 330,000); FAM-aptamer displacement from GRK2; inhibition of aptamer binding, % at 10 µM;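 active means inhibition of aptamer binding above 40%, roughly 3 SD of noise, on plates passing a quality check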;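 further: median bead fluorescence of bound FAM aptamer so fluorescent compounds give negative values; no value below 0 was filed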
# MEX-5 binding: MEX-5 zinc finger RNA-binding disruptors – biochemical, C. elegans, fluorescence polarization, MLPCN library, primary screen. activity score (negative = inhibition of binding), % at 10 µM. MEX-5/FITC-TCR2 RNA binding; hits give low values. actives 0.38% (n = 300,000). Zinc finger protein mex-5 (Caenorhabditis elegans), Q9XUB2;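 active means inhibition past about -25% in most replicates, and total fluorescence under double the plate's negative control median, limit read from the data; inconclusive means replicates evenly split on the limit, or fluorescence at least double controls; inactive means too little inhibition in most replicates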;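 further: 0% = DMSO and -100% = 5 µM competing unlabeled TCR2 RNA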
# Target sequence (Q9XUB2 whole entry, looked up): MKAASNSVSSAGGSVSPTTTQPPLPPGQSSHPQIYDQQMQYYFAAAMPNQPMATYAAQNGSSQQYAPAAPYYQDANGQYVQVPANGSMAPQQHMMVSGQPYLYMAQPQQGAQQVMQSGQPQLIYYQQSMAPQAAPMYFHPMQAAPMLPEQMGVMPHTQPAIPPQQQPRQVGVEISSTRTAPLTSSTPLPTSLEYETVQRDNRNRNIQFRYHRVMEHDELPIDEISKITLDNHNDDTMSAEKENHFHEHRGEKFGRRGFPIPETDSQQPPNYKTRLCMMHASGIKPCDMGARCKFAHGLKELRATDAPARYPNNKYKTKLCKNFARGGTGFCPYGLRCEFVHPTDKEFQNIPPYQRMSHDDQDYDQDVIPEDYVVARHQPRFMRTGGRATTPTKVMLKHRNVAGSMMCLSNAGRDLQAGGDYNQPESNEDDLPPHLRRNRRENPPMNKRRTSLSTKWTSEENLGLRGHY
# CIT2-GFP yeast: modulators of CIT2-GFP expression in yeast, primary screen, S. cerevisiae, GFP fusion, multiplex flow cytometry, MLPCN library. S. cerevisiae CIT2-GFP strain, 3 h; 100 means same as DMSO wells. GFP response vs DMSO, % at 10 µM. actives 0.065% (n = 320,000). AID 2029, 2009;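 active means GFP response relative to DMSO above a set limit, near the screen mean plus 3 SD, cut at about 150% in these data; inconclusive means Fewer than 70 cells measured for a yeast strain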;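 further: ratio of well median GFP fluorescence to mean of DMSO wells on the plate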
# Fam108B counter: mouse Fam108B serine hydrolase inhibitors, primary screen, counter-screen for RBBP9 inhibitor project, biochemical, fluorescence polarization; actives 0.33% (n = 300,000); inhibition, % at 9.51 µM; recombinant Fam108B, FP-Rh probe fluorescence polarization;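 active means inhibition above the screen mean inhibition plus 3 SD, computed separately per campaign, cut at about 18% in these data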;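 further: inhibitors lower polarization as less probe binds the enzyme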
# VLA-4 inh: inhibition in human VLA-4 binding assay, primary screen, VLA-4 allosteric modulator project, MLPCN library, flow cytometry, VLA-4 expressing cells | inhibition, % (about 7 µM as worked out from the volumes in the protocol) | ligand binding flow cytometry | AID 2557, 2010 | Integrin alpha-4 (Homo sapiens), P13612 | actives 0.2% (n = 330,000); in the data active means inhibition above about 50%
# AGP1-GFP MLPCN: modulators of AGP1-GFP expression in yeast TOR pathway, primary screen, cell-based, multiplex flow cytometry, S. cerevisiae, MLPCN library. 3 h; GFP as percent of DMSO wells. GFP response vs DMSO, % at 10 µM. actives 0.02% (n = 320,000). AID 2066, 2009;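 active means GFP response relative to DMSO above a set limit, near screen average plus 3 SD, cut at about 150% in these data; inconclusive means fewer than 70 cells counted for the yeast strain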;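 further: median GFP channel fluorescence of the gated AGP1 strain per well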
# GLD-1 RNA inh: GLD-1/TGE RNA complex disruptors, primary screen, biochemical, fluorescence polarization. purified GLD-1 + fluorescein TGE RNA. inhibition, % at 5.96 µM. actives 0.44% (n = 320,000). Female germline-specific tumor suppressor gld-1 (Caenorhabditis elegans), Q17339;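 active means percent inhibition above a per-plate cutoff, the plate mean of test compounds plus 3 SD, cut at about 30% in these data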;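 further: 0% = DMSO wells with GLD-1 and probe and 100% = wells lacking GLD-1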
# MCL1 BIM primary: inhibitors of MCL1 binding to BIM-BH3, primary screen, biochemical, fluorescence polarization; actives 0.68% (n = 320,000); GST-MCL1 / FITC-Bim-BH3 fluorescence polarization; Induced myeloid leukemia cell differentiation protein Mcl-1 (Homo sapiens), Q07820; inhibition, % at 10.9 µM;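 active means inhibition above the mean inhibition of all tested compounds plus 3 SD, set per campaign, cut at about 40% in these data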;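 further: 0% = DMSO wells and 100% = unlabeled Bim-BH3 peptide control; higher means more loss of mP so more displacement of Bim peptide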
# Target sequence (Q07820 whole entry, looked up): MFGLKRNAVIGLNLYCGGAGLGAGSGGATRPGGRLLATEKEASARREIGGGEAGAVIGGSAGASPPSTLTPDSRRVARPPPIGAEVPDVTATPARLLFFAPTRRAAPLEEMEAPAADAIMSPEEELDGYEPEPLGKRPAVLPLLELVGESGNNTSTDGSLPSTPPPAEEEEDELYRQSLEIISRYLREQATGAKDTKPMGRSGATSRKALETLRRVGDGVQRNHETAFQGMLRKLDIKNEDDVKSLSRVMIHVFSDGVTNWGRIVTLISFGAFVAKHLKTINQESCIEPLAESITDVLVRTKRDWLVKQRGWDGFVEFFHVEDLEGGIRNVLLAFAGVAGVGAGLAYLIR
# BCLXL inh: inhibitors of human Bcl-xL, primary screen, biochemical, fluorescence polarization, HTS; GST-Bcl-xL / FITC-Bim BH3 peptide fluorescence polarization; inhibition, % at 10.9 µM; actives 0.7% (n = 320,000); AID 2129, 2009;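 active means inhibition above the mean of all tested compounds plus 3 SD, cutoff set per campaign, cut at about 30% in these data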;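 further: 0% = DMSO wells and 100% = unlabeled Bim-BH3 peptide competitor; inhibitors lower millipolarization by displacing the labeled peptide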
# Target sequence (Q07817 whole entry, looked up): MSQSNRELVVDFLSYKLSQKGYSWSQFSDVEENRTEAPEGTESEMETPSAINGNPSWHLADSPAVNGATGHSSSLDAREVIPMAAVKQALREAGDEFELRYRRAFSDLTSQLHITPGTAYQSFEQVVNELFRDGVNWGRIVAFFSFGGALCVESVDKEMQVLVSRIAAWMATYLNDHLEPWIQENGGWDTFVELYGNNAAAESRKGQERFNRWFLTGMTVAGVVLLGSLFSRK
# The depositor's hits bear a star; ? = inconclusive; / = no result given.
SMILES,GRK2 inh,MEX-5 binding,CIT2-GFP yeast,Fam108B counter,VLA-4 inh,AGP1-GFP MLPCN,GLD-1 RNA inh,MCL1 BIM primary,BCLXL inh
Cc1ccc(NC(=O)COc2coc(CN3CCc4ccccc4C3)cc2=O)c(C)c1,2,4.5,101,-1,-1,109,-1,1,6
C/C=C/COC(=O)C1=C(C)NC(=O)NC1c1ccc2c(c1)OCO2 (centres undefined),4,0.2,104,-5,8,94,-2,4,1
O=C(CCS(=O)(=O)c1ccc(Cl)cc1)Oc1ccc2c(c1)OCO2,0,-1.5,98,0,1,95,0,2,4
COc1ccc(-c2cc(C(F)(F)F)c(C#N)c(SCC(=O)Nc3nc(C)co3)n2)cc1,0,-3.2,93,3,14,86,8,-5,-1
CN(C)C(=S)NC(=O)C12CC3CC(C)(CC(C)(C3)C1)C2,0,-1.0,99,2,8,105,1,7,2
COc1cccc(N(CC(=O)NC2CCCCC2)C(=O)c2snc(C(N)=O)c2N)c1,0,-0.5,108,-4,-6,103,-3,-2,0
O=C(O)C1CCN(S(=O)(=O)c2ccc3c(c2)OCCCO3)CC1,2,2.0,101,-3,9,108,-5,-3,5
Cc1ccc(-n2ncc3c(N4CCCC(C)C4)ncnc32)c(C)c1 (centres undefined),0,0.5,99,1,-2,102,-2,5,1
CCCCN1CN(Cc2ccccc2)CNC1=S,0,-2.5,90,0,2,94,-1,10,2
N#CCC(=O)N/N=C\c1ccccc1OC/C=C/c1ccccc1,2,0.2,101,-10,-25,95,-13,2,-1

# The list goes on, overlapping the part above by 6 compounds.
SMILES,GRK2 inh,MEX-5 binding,CIT2-GFP yeast,Fam108B counter,VLA-4 inh,AGP1-GFP MLPCN,GLD-1 RNA inh,MCL1 BIM primary,BCLXL inh
CN(C)C(=S)NC(=O)C12CC3CC(C)(CC(C)(C3)C1)C2,0,-1.0,99,2,8,105,1,7,2
COc1cccc(N(CC(=O)NC2CCCCC2)C(=O)c2snc(C(N)=O)c2N)c1,0,-0.5,108,-4,-6,103,-3,-2,0
O=C(O)C1CCN(S(=O)(=O)c2ccc3c(c2)OCCCO3)CC1,2,2.0,101,-3,9,108,-5,-3,5
Cc1ccc(-n2ncc3c(N4CCCC(C)C4)ncnc32)c(C)c1 (centres undefined),0,0.5,99,1,-2,102,-2,5,1
CCCCN1CN(Cc2ccccc2)CNC1=S,0,-2.5,90,0,2,94,-1,10,2
N#CCC(=O)N/N=C\c1ccccc1OC/C=C/c1ccccc1,2,0.2,101,-10,-25,95,-13,2,-1
O=C(N/N=C1/SCC(=O)N1Cc1ccco1)c1ccccc1F,2,1.1,106,-4,-4,107,-3,8,7
Cc1cc(C)n(-c2ccc(Cl)c(C(=O)OCC(=O)N3CCCCC3C)n2)n1 (centres undefined),0,-1.7,88,1,0,90,6,3,-4
Cc1ccc(NC(=S)Nc2ccc(C(C)C)cc2)cc1S(=O)(=O)N1CCCCCC1,0,-0.6,91,-44,18,97,-2,5,5
COc1ccc(CC(=O)OC(C)C(=O)Nc2ccc(S(N)(=O)=O)cc2)cc1 (centres undefined),1,0.8,99,1,4,108,0,-2,6
CCCCCCn1c(-c2cccs2)n[nH]c1=S,0,-3.4,98,-3,17,83,1,-19,-15
COc1cccc(NC(=O)CN(C)C(=O)c2cc(C3CC3)nn2-c2ccccc2)c1,0,/,106,/,9,100,2,-6,-11
COc1ccc(OC)c(NC(=O)c2ccc(CSc3ncccn3)cc2)c1,0,-2.8,99,4,5,91,-4,16,7
CN(C)S(=O)(=O)c1ccc(C(=O)Nc2ccc(F)cc2F)cc1,0,-1.5,96,3,26,105,14,3,3
C/C(=N\NC(=O)COc1ccc(C#N)cc1)c1ccccc1OC(F)F,2,1.9,99,-4,14,102,-2,1,0
Cc1ccc(S(=O)(=O)N2CCCC(N3CCOCC3)C2)cc1Cl (centres undefined),2,-0.4,103,3,-10,98,9,14,-1
O=C(Nc1nccs1)c1cc2c(s1)-c1ccccc1OC2,4,0.4,78,-10,13,89,0,2,1
Cc1ccc(-n2c(CCc3ccccc3)nnc2SCC(=O)NCc2ccccc2)cc1C,0,0.7,103,0,2,111,0,1,0
COCCNC(=O)CN(c1ccc(F)cc1)S(=O)(=O)c1ccc2c(c1)OCCO2,1,0.8,103,2,9,101,3,8,3
O=C(COC(=O)c1ccc(Cl)c(S(=O)(=O)N2CCCCCC2)c1)Nc1ccccc1,0,1.9,91,-25,-6,90,4,-17,-7
O=c1cc(N2CCc3ccccc32)[nH]c(=O)n1-c1ccccc1,1,-1.6,92,0,8,88,6,5,1
CCCCOc1ccc(C(=O)N2CCN(CC(=O)Nc3ccc(C)cc3)CC2)cc1OC,0,0.9,89,0,7,?,0,5,3
CCCCN(C(=O)CCn1c(=O)oc2ccccc21)c1ccccc1,0,3.0,97,-2,4,99,-2,12,9
CCn1c(CCNC(=O)c2ccc(Cl)c(Cl)c2)nnc1SCCOc1ccc(OC)cc1,0,0.5,109,-4,-5,112,-2,0,-2
Cc1cc(Br)cn2cc(C(=O)O)nc12,1,-0.7,101,5,2,102,5,-1,3
COc1ccc(OCC(=O)Nn2c(-c3cccc(OC)c3)nc3ccccc3c2=O)cc1,0,0.6,101,1,6,103,0,-1,4
O=C(O)c1cccnc1Oc1ccccc1,0,-0.6,87,-1,6,93,5,3,5
Cc1ccn2c(=O)nc(SCC(=O)NCc3ccco3)nc2c1,9,-1.0,96,-3,12,99,9,15,12
CC(C)OC(=O)CSc1nnc(CNc2nc(-c3ccccc3)cs2)n1C,1,-2.0,105,-5,8,/,10,3,7
Cc1ccc(-n2cc(CN(C)Cc3nccn3C)c(-c3ccc(F)cc3)n2)cc1,0,-0.1,96,12,-9,90,-3,2,7
Cc1cc(OCC(=O)Nc2ccc3oc(-c4ccncc4)nc3c2)ccc1Cl,0,0.9,89,-7,-15,102,8,-4,0
O=C(NCc1ccccc1)C(c1cccnc1)N(C(=O)c1csnn1)c1ccc(F)cc1 (centres undefined),0,-0.1,101,-1,5,106,3,-2,2
O=S(=O)(NNc1ncc(C(F)(F)F)cc1Cl)c1ccccc1,0,/,119,/,-8,100,3,-12,-11
O=C(NCCc1ccncc1)C12CC3CC(CC(C3)C1)C2,4,-1.2,99,1,15,107,1,3,5
COc1cc(-c2ccc3sc(-c4ccsc4)c(C#CCO)c3c2)cc(OC)c1OC,3,/,96,/,25,100,2,7,3
CCN(c1ccc(OC)cc1)S(=O)(=O)c1cc(-c2cc(C)no2)ccc1C(C)C,3,-3.2,103,-2,-4,99,3,6,6
C=CCSc1nc(N)c2c(C)c(C)sc2n1,0,0.3,/,0,2,94,-5,1,7
COc1cc(/C=N/NC(=O)c2cc(-c3ccccc3)sc2N)cc(OC)c1OC,1,2.6,111,15,-1,104,-1,2,4
CC(=O)Nc1ccc(S(=O)(=O)N2CCN(Cc3ccccc3[N+](=O)[O-])CC2)cc1,2,1.6,98,0,-9,103,-2,2,0
COc1ccc(OC)c(C(=O)c2coc3ccc(OC(C)=O)cc23)c1,1,0.4,91,1,6,91,5,-11,-5
N#Cc1ccccc1S(=O)(=O)N1CCN(CC(O)CN2CCOCC2)CC1 (centres undefined),0,/,101,/,13,96,5,13,2
CCCOn1nnnc1-c1ccccc1,0,-0.9,116,-2,5,97,-1,4,3
CCOc1[nH]n(-c2ccccc2)c(=O)c1C=Nc1ccc(Cl)cc1,0,0.1,94,0,3,99,-7,-1,-1
CCc1ccc(NS(=O)(=O)c2ccc3c(c2)CCN3C(=O)CCC(=O)O)cc1,52*,0.4,96,-8,0,106,-4,1,4
CCc1cc(C(=O)N2CCc3c([nH]c4ccccc34)C2c2ccc(OC)cc2F)no1 (centres undefined),2,-1.0,86,1,5,100,-1,-8,1
COc1cc([N+](=O)[O-])ccc1NC(=O)CC(C)C,0,3.0,105,-3,-11,86,-1,-2,4

# Quoted from the entries so far for reference:
SMILES,GRK2 inh,MEX-5 binding,CIT2-GFP yeast,Fam108B counter,VLA-4 inh,AGP1-GFP MLPCN,GLD-1 RNA inh,MCL1 BIM primary,BCLXL inh
CCOc1[nH]n(-c2ccccc2)c(=O)c1C=Nc1ccc(Cl)cc1,0,0.1,94,0,3,99,-7,-1,-1
CCc1ccc(NS(=O)(=O)c2ccc3c(c2)CCN3C(=O)CCC(=O)O)cc1,52*,0.4,96,-8,0,106,-4,1,4
CCc1cc(C(=O)N2CCc3c([nH]c4ccccc34)C2c2ccc(OC)cc2F)no1 (centres undefined),2,-1.0,86,1,5,100,-1,-8,1
COc1cc([N+](=O)[O-])ccc1NC(=O)CC(C)C,0,3.0,105,-3,-11,86,-1,-2,4

# Following part.
SMILES,GRK2 inh,MEX-5 binding,CIT2-GFP yeast,Fam108B counter,VLA-4 inh,AGP1-GFP MLPCN,GLD-1 RNA inh,MCL1 BIM primary,BCLXL inh
CCOC(=O)c1c(-c2ccc(C)o2)csc1NC(=S)NC(=O)c1ccccc1Br,0,-2.3,94,-20,16,101,6,5,4
CC(=O)Nc1ccc(NC(=O)CSc2ccc(C(F)(F)F)cc2[N+](=O)[O-])cc1,2,0.1,96,1,7,99,-6,11,0
COCCNC(=O)C(=O)NCCN1CCNCC1,0,-3.5,91,0,4,89,-3,-2,0
O=C(Nc1ccc(F)cc1F)c1csc(-c2ccncc2)n1,2,-1.6,101,3,-1,96,-1,5,3
CCOC(=O)C1=C(N)N(c2ccccc2Oc2ccccc2)C(=O)C1,0,1.5,109,5,1,103,4,3,5
COc1cccc(N2CCN(C(=O)CCc3nnc4ccc(N5CCCC5)nn34)CC2)c1,0,1.2,107,-2,-10,100,-9,-3,2
COc1ccc(-c2c(C)n([O-])c(C)c(C)[n+]2=O)cc1,0,-0.3,95,-3,1,100,-6,1,-2
O=C(COC(=O)c1ccc(Cl)nc1)NCCNC(=O)COC(=O)c1ccc(Cl)nc1,0,-1.9,97,-1,1,113,-2,-3,2
O=C(Nc1cccc(F)c1)C1CCCN1C(=O)OCc1ccccc1 (centres undefined),0,1.1,93,1,8,91,-1,-4,2
CCOC(=O)C1(Cc2cccc(Cl)c2)CCCN(C(=O)CN2C(=O)CSC2=O)C1 (centres undefined),5,0.3,99,0,0,89,1,10,-2

# Compound activity as filed in PubChem BioAssay.
